CHT PAM – human CHT allosteric activation | Q9GZV3 | CHT-expressing cells, membrane potential dye, choline EC20; hits give high values; LV-AA mutant CHT in HEK293 cells | B-score at 10 µM | 0.49% of 310,000 active;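 active = initial fluorescence not abnormally high and integrated response B-score, plate-corrected, over 3 SD above library mean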
Target sequence (Q9GZV3 whole entry, looked up): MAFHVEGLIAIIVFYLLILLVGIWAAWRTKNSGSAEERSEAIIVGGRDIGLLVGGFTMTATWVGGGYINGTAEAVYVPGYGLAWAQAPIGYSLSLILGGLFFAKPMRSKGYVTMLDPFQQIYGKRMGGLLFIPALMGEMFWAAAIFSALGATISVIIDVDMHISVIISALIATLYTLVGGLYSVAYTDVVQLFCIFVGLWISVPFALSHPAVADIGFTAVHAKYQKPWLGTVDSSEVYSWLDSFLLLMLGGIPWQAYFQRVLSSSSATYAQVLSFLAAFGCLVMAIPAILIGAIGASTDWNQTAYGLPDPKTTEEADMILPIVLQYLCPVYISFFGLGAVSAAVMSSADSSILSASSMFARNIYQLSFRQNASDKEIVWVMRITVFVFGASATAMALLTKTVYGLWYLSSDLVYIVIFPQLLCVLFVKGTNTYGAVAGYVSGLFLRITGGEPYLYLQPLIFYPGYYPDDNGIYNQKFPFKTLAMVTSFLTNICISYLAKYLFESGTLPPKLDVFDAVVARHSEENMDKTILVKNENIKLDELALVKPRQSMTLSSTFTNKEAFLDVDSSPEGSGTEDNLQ
OX1R antagonist – blocks the human orexin 1 receptor; CHO/OX1R cells, Fluo-8 calcium fluorescence, orexin A; 0.43% of 330,000 active; O43613; inhibition, % at 5 µM;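 active = inhibition above its plate's threshold, mean inhibition of all tested compounds on the plate plus 3 SD, cut at about 37% in these data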;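 note: 0% = orexin A challenge wells and 100% = SB-334867-A antagonist wells; not every result past the cut was called active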
Target sequence (O43613 whole entry, looked up): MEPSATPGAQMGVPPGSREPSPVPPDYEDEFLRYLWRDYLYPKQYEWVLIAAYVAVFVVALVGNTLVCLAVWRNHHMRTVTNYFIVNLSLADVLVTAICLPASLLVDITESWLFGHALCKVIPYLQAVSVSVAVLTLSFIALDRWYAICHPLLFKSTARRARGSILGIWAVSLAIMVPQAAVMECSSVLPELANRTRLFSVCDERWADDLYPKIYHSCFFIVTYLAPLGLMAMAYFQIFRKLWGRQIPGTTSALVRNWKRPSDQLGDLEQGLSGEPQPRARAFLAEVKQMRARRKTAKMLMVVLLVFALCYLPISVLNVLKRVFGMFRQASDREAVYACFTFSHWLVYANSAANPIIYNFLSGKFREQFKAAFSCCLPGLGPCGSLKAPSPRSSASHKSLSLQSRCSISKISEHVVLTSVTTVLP
* hit, by the source's call; i = inactive; · = no result given.

entry	Structure	OX1R antagonist	CHT PAM
1	N#CC1=C(N)Oc2nc[nH]c(=O)c2C1c1cccs1 (centres undefined)	-5	i
2	O=C(N/N=C\c1cc([N+](=O)[O-])ccc1N1CCOCC1)c1ccccn1	12	i
3	CCOC(=O)c1cccc(NC(=O)Cn2c(CC(=O)NC)nc3ccccc32)c1	-24	i
4	Cc1occc1-c1nnc(SCC(=O)Nc2nccs2)n1CCc1ccccc1	-14	i
5	Cn1c(CNC(=O)C2CCC(=O)N(CCc3cccc(F)c3)C2)nc2ccccc21 (centres undefined)	-25	i
6	O=C(CSc1nnc(NC(=O)c2ccco2)s1)NC1CCCCC1	-11	i
7	CCC(CO)n1c(=S)[nH]c2cc(OC)c(OC)cc2c1=O (centres undefined)	5	i
8	N#C/C(=N\Nc1ccc(F)cc1)C(=O)C1CC1	4	i
9	CC(=O)Oc1cccc(/C=C2\Sc3ccccc3C2=O)c1	-10	i
10	CCCCn1c(O)c(C=NCCCN(C)C)c(=O)[nH]c1=O	3	i
11	O=C(CSc1nc2[nH]ncc2c(=O)[nH]1)Nc1ccccc1	-2	i
12	Cn1ccc(C(=O)N/N=C/c2c[nH]c3ccccc23)n1	-3	i
13	C[C@@H]1C=C(C(=O)N2CCN(Cc3ccccc3)CC2)O[C@H](OCc2ccc(CO)cc2)C1	-26	i
14	Cc1ccc(Cl)c(OC(=O)c2ccc(N3CCOCC3)c([N+](=O)[O-])c2)c1	-36	i
15	COc1cc(Cl)c(C)cc1NC(=O)CSCC#N	8	i
16	Cc1cc(C)c[n+](-c2nc3ccccc3nc2[N-]S(=O)(=O)c2cccs2)c1	-16	i
17	COc1cc(-c2n[nH]c(=S)n2C(C)c2ccccc2)cc(OC)c1OC (centres undefined)	-29	i
18	COCC(=O)N(Cc1cc2cccc(C)c2[nH]c1=O)c1ccccc1	-4	i
19	CCc1nc2sc(C#N)c(N)c2c2c1CCCC2	-11	i
20	Cc1c(/C=N/NC(=O)C2(O)c3ccccc3-c3ccccc32)cnn1C	-4	i
21	c1ccc(-c2cc3ccccc3[nH]2)cc1	0	i
22	C/C(=N\O)c1noc(C)c1C(=O)Nc1nccs1	-6	i
23	O=C(NNC(=O)c1ccncc1)Nc1ccccc1	-8	i
24	O=C(COC(=O)Cc1ccccc1F)NNC(=O)c1ccc([N+](=O)[O-])cc1	-1	i
25	Cc1c(N=Cc2ccc[nH]2)c(=O)n(-c2ccccc2)n1C	15	i
26	CC1CCCC(C)N1CC(O)Cn1c2ccccc2c2ccccc21 (centres undefined)	-25	i
27	CCOC(=O)c1ccc(N=c2sc(C(=O)OC)cc(=O)n2C2CC2)cc1	-2	i
28	Cc1nc2ccc(S(=O)(=O)NCC(=O)NC(C)c3ccccc3)cc2s1 (centres undefined)	-18	i
29	COc1cc([N+](=O)[O-])ccc1NC(=O)CC1SC(=Nc2ccc(F)cc2)N(CCC2=CCCCC2)C1=O (centres undefined)	-31	i
30	CC(C)(C)c1ccc(C(=O)N2CCN(C(=O)c3cccs3)CC2)cc1	-16	·
31	O=S(=O)(/C=C/c1ccccc1)N1CCOCC1	3	i
32	O=C1NC(=Nc2ccccc2)S/C1=C/c1cccs1	-26	i
33	CCCc1cc(=O)oc2cc(C)cc(OCC(=O)N3CCC(C(N)=O)CC3)c12	-7	i
34	COC(=O)COc1ccc(-c2nccc(-c3ccc(Br)cc3)n2)cc1	-27	i
35	CC1Cc2ccccc2N1C(=O)CSc1nc2c(c(=O)n(C)c(=O)n2C)n1Cc1ccccc1 (centres undefined)	-22	i
36	CCOC(=O)N1CCC(N2Cc3cccc(C(=O)Nc4c(C)cccc4CC)c3C2=O)CC1	-44	i
37	Cc1ccc(C)c2[nH]c(=O)c(C(c3nnnn3C3CCCC3)N3CCOCC3)cc12 (centres undefined)	-20	i
38	CN(C)c1ccc(/C=N/NC(=O)c2ccn(C)n2)cc1	14	i
39	O=C(O)c1cc2ccc3ccccc3c2oc1=O	-6	i
40	C[C@H](CO)N1C[C@H](C)[C@@H](CN(C)C(=O)Nc2ccccc2)Oc2ccc(NS(=O)(=O)c3ccccc3)cc2C1=O	-8	·

Entries of single compounds as entered above. Values in the order: OX1R antagonist | CHT PAM
COc1cc([N+](=O)[O-])ccc1NC(=O)CC1SC(=Nc2ccc(F)cc2)N(CCC2=CCCCC2)C1=O (centres undefined) is listed with -31 | i
Cc1ccc(C)c2[nH]c(=O)c(C(c3nnnn3C3CCCC3)N3CCOCC3)cc12 (centres undefined) is listed with -20 | i
CC1CCCC(C)N1CC(O)Cn1c2ccccc2c2ccccc21 (centres undefined) is listed with -25 | i

Further entries:
entry	Structure	OX1R antagonist	CHT PAM
41	COCCOCC(=O)Nc1ccc(S(=O)(=O)Nc2cc(C)nc(C)n2)cc1	-7	i
42	Cc1nn(CC(=O)N/N=C/c2ccc3c(c2)OCO3)c(C)c1Br	-16	i
43	O=C(c1ccc(Cl)c(Cl)c1)N1CCN(Cc2ccc3c(c2)OCO3)CC1	-21	i
44	COc1ccc([N+](=O)[O-])cc1NC(=O)C(C)OC(=O)C1c2ccccc2Oc2ccccc21 (centres undefined)	16	i
45	O=c1c(-c2ccccc2)c[nH]n1-c1cccc([N+](=O)[O-])c1	-14	i
46	CN1C(=O)NC(c2ccccc2)(C(F)(F)F)S/C1=C(/C#N)c1nnc(N2CCOCC2)n1-c1ccccc1 (centres undefined)	-29	i
47	CCSc1nc(C)nc2sc(C)c(C)c12	-4	i
48	COc1cc2c(cc1OC)-c1cc(NC3CC3)nc(=O)n1CC2	-14	i
49	Cc1cc(NC(=O)CSCC(=O)OCC(=O)c2cccc(Br)c2)no1	-12	·
50	COc1ccc(C(C)=O)cc1CN(c1ccccc1OC)S(=O)(=O)c1cccs1	-20	i
51	CCc1nc(NCCN)c(C#N)c2c1CSC(C)(C)C2	-16	i
52	COCC(=O)Nc1nc(-c2ccccc2)ns1	2	i
53	CCCCOc1ccc(C)cc1CN(CCO)CCO	8	i
54	COC(=O)CCC(=O)Nc1ccc(S(=O)(=O)Nc2cc(OC)nc(OC)n2)cc1	-1	i
55	COc1cc(CCC(=O)Nc2cc(C)cc(C)c2)cc(OC)c1OC	-23	i
56	CCOC(=O)Cc1csc(/N=C/c2c(O)n(-c3ccc(C)cc3C)c(=O)c3ccccc23)n1	-32	i
57	COC(=O)CC1COc2ccccc2N1S(=O)(=O)c1ccc(OC)cc1 (centres undefined)	-21	i
58	CCOC(=O)c1c(C)[nH]c(C)c1C(=O)CSc1nc2ccccc2n1CC	4	i
59	CN1CCN(C(=O)/C=C/c2cn(-c3ccccc3)nc2-c2ccc3c(c2)OCCO3)CC1	-3	i
60	O=C(CCC(=O)N1CCN(c2ccccc2F)CC1)c1ccc(F)cc1	-14	i
61	N#CCC(=O)Nc1ccc(C(=O)OCC(=O)N2CCN(C(=O)c3ccco3)CC2)cc1	16	·
62	CSCCC(NC(=O)c1ccc(Cl)cc1Cl)C(=O)N1CC(C)OC(C)C1 (centres undefined)	-15	·
63	COc1cc(NC(=O)COc2c(C)cc(C)cc2[N+](=O)[O-])c(OC)cc1Cl	-19	i
64	O=C(O)CCC(=O)N1c2ccccc2NC2=C(C(=O)CC(c3ccc(F)cc3)C2)C1c1ccc([N+](=O)[O-])o1 (centres undefined)	-20	i
65	COc1ccc(C)cc1NC(=O)c1nnn(Cc2cc(C)ccc2C)c1N	-5	i
66	CSc1n[nH]c(NCc2cccs2)n1	-10	i
67	CSc1ccc(CNC(=O)CCn2ccc3cc(S(=O)(=O)N4CCCC4)ccc32)cc1	-21	i
68	O=C(N/N=C/c1cccc(Cl)c1)c1c(O)c2c([nH]c1=O)CCCC2	-10	i
69	CC(C)CCNC(=O)c1ccc(Cn2c(=S)[nH]c3ccccc3c2=O)cc1	-30	i
70	O=C(Nc1ccc(Br)cn1)c1cccc(C(=O)Nc2ccc(Br)cn2)c1	-36	i
71	COc1ccc(C)cc1S(=O)(=O)Nc1ccc2c(c1)N(C(C)=O)CCC2	-21	i
72	O=S(=O)(c1ccc2ccccc2c1)N1CCC(c2nc(-c3ccncc3)no2)CC1	-23	i
73	CCOc1ccc(CN(C(=O)c2oc3cc(C)ccc3c2C)C2CCS(=O)(=O)C2)cc1 (centres undefined)	-32	i
74	Cn1c(=O)n(Cc2ccc(F)cc2)c(=O)c2c1nc1n2CCCN1C1CCCCC1	-24	i
75	O=C(Nc1ccc(COc2ccccc2)cc1)Nc1cccc(C(=O)O)c1	-4	i
76	CCCOC(=O)c1ccc(NC(=O)CCC(=O)OCC)cc1	-22	i
77	COc1ccc(CCN(C)C(=O)c2ccc(COc3ccccc3)o2)cc1OC	-31	i
78	O=c1cc[nH]c2cccc(Cc3ccccc3)c12	-4	i
79	CCOC(=O)C1=C(C)N(c2ccccc2)C(=O)NC1c1cccc([N+](=O)[O-])c1 (centres undefined)	-30	i
80	C=CCN1C(=O)C(Cc2ccc(F)cc2)S/C1=N/N=C/c1ccco1 (centres undefined)	-32	i

Overlap with the part before: five entries, then new ones.
entry	Structure	OX1R antagonist	CHT PAM
76	CCCOC(=O)c1ccc(NC(=O)CCC(=O)OCC)cc1	-22	i
77	COc1ccc(CCN(C)C(=O)c2ccc(COc3ccccc3)o2)cc1OC	-31	i
78	O=c1cc[nH]c2cccc(Cc3ccccc3)c12	-4	i
79	CCOC(=O)C1=C(C)N(c2ccccc2)C(=O)NC1c1cccc([N+](=O)[O-])c1 (centres undefined)	-30	i
80	C=CCN1C(=O)C(Cc2ccc(F)cc2)S/C1=N/N=C/c1ccco1 (centres undefined)	-32	i
81	CC(=O)C1=C(C)NC(SCSc2ccccc2)=C(C#N)C1c1cccnc1 (centres undefined)	-2	i
82	Nc1nc(Nc2ccccc2)nc2ccccc12	-26	i
83	OCC1(CCOc2ccccc2)CCN(CCCn2cccn2)CC1	-25	i
84	Fc1ccc(CNc2nc3ccccc3n3nnnc23)cc1	-14	i
85	COc1ccc(N(C)C(=O)c2cn(C)c(=O)c3cc(OC)c(OC)cc23)cc1	-5	i
86	Cc1ccc(NC2Nc3cc(C)nn3S2)c(C)c1 (centres undefined)	-3	i
87	O=C(OCCc1cc2ccccc2c(=O)o1)c1ccccc1C(F)(F)F	37	·
88	Cc1cccc(OCCSc2nc3ccccc3n2CCC(=O)O)c1	32	i
89	CCN(CC(=O)NCc1cccs1)C(=O)C(c1ccccc1)c1ccccc1	-30	i
90	COc1ccc(NC(=O)CCN2CCN(c3ccccc3F)CC2)c(OC)c1	-22	i
91	CC(C)(C)OC(=O)NCCCCCNC(=O)c1[nH]cnc1C(=O)Nc1ccc(Cl)cc1	-27	·
92	COc1cc2ccccc2cc1C(=O)OCc1nc2ccsc2c(=O)[nH]1	-7	·
93	CCN(CC(=O)Nc1c(F)cccc1F)C(=O)C1CC1C (centres undefined)	10	i
94	Clc1ccc2nc(CSc3nc4ccccc4o3)cn2c1	-35	i
95	O=C(N[C@H]1CC1c1ccccc1)c1ccc([N+](=O)[O-])cc1 (some centres undefined)	1	i
96	Cc1cc(C(=O)CN2C(=O)C(=O)N(Cc3ccccc3)C2=O)c(C)n1Cc1ccc(F)cc1	0	·
97	O=C(Nc1ccc(NC(=O)C2CC2)nc1)c1cccs1	7	i
98	COc1ccc(-c2[nH]ncc2-c2ccc(Cl)cc2)c(O)c1	20	i
99	O=C(Cn1cnc2ccccc2c1=O)Nc1nnc(SCc2ccccc2)s1	-10	i
100	Cn1nnc(NC(=S)NC(=O)c2cccc3c(Cl)cccc23)n1	-30	i
101	Fc1ccc(/C=N/Nc2cc(N3CCOCC3)ncn2)cc1	-1	i
102	O=C(OCC(=O)c1ccc[nH]1)c1cncc(Br)c1	-14	·
103	O=C(CCN1c2ccccc2Sc2ccccc21)Nc1ccccc1	-15	i
104	COc1ccc(N2CCN(c3ccc(NC(=O)c4ccc5c(c4)OCO5)cc3C#N)CC2)cc1	-11	i
105	CCOC(=O)Nc1sc2c(c1C(N)=O)CCC(C)C2 (centres undefined)	-12	i
106	CCCCC[C@@H]1C=C(C(=O)O)[C@H](c2ccc(F)cc2)N1S(=O)(=O)c1ccc(C)cc1	-12	·
107	O=C(Nc1nc2c(cc3c4c(cccc42)CC3)s1)c1ccccc1Cl	1	i
108	Cn1c(=O)c(-[n+]2ccccc2)c([O-])c2ccccc21	-7	i
109	Cc1ccc(CN2CCN(C(=O)c3ccco3)CC2)cc1	-3	i
110	COc1ccc(CCNC(=O)c2ccc3c(c2)S(=O)(=O)N=C2CCCCCN23)cc1	-21	i
111	Cc1ccccc1NC(=O)Cc1nc(COC(=O)c2cc(Cl)ccc2O)cs1	-44	i
112	O=c1c2ccccc2nnn1CSc1nnc(COc2ccc(Cl)cc2)n1Cc1ccco1	-26	i
113	Cc1cccc(C)c1Nc1c(-c2ccc(N3CCOCC3)cc2)nc2ncccn12	-33	i
114	O=S(=O)(Nc1ccc(-n2cccc2)cc1)c1ccccc1	-31	i
115	CCOC(=O)CC1C(=O)NCCN1C(=O)c1cccc(OC)c1 (centres undefined)	-11	i
116	CC(C1CC1)N(C(=O)c1ccccc1[N+](=O)[O-])c1ccccc1 (centres undefined)	-11	i
117	CCSc1nnc(NC(=O)c2cccc(OCc3c(C)noc3C)c2)s1	-20	i
118	COc1ccc(NC(=O)CN(C)C(=O)c2c(C)nn(Cc3ccc(C)cc3)c2Cl)cc1	-16	·
119	COc1ccc(OCc2cc(C(=O)N3CCSCC3)no2)c(Cl)c1	-30	i
120	Cc1ccc(CSCC(=O)N(C)CC(=O)Nc2cccc(F)c2)cc1	-8	i
121	CCOc1ccc(C(=O)CCC(=O)Nc2ccncc2)cc1	9	·
122	CC1CCC(NC(=O)CCC(=O)N2CC(C)Oc3ccccc32)CC1 (centres undefined)	4	i
123	CCn1c(SCC(=O)c2[nH]c(C)c(C(C)=O)c2C)nnc1-c1ccncc1	10	i
124	CC(=O)c1cccc(N/C=C\C(=O)c2ccc(C)cc2)c1	-23	i
125	O=C(NCc1cccs1)c1cnc2sccn2c1=O	-10	i
126	CCOC(=O)Cn1cc(Cl)cc(C(=O)Nc2ccccc2)c1=O	-20	i
127	Cc1nc(N)sc1-c1csc(Nc2ccc(S(N)(=O)=O)cc2)n1	·	i
